# KDM5B inhibitor – inhibitors of human KDM5B histone demethylase. Q9UGL1. KDM5B demethylase, FDH-coupled NADH fluorescence (FDH is formaldehyde dehydrogenase). Potency, µM (highest dose often 57.7 µM), inactives show at the highest dose activity change, negative = inhibition, most hits filed as inhibitors. actives 2.6% (n = 220,000). AID 1347165; active = well fitted inhibition curve with a large enough effect; inconclusive = small, poorly fitted or top-dose-only effect; inactive = no such curve, though single readings can be large or run the other way; note: 0% is about no effect; nearly all actives have a fitted effect of over 70% in size
# Target sequence (Q9UGL1 whole entry, looked up): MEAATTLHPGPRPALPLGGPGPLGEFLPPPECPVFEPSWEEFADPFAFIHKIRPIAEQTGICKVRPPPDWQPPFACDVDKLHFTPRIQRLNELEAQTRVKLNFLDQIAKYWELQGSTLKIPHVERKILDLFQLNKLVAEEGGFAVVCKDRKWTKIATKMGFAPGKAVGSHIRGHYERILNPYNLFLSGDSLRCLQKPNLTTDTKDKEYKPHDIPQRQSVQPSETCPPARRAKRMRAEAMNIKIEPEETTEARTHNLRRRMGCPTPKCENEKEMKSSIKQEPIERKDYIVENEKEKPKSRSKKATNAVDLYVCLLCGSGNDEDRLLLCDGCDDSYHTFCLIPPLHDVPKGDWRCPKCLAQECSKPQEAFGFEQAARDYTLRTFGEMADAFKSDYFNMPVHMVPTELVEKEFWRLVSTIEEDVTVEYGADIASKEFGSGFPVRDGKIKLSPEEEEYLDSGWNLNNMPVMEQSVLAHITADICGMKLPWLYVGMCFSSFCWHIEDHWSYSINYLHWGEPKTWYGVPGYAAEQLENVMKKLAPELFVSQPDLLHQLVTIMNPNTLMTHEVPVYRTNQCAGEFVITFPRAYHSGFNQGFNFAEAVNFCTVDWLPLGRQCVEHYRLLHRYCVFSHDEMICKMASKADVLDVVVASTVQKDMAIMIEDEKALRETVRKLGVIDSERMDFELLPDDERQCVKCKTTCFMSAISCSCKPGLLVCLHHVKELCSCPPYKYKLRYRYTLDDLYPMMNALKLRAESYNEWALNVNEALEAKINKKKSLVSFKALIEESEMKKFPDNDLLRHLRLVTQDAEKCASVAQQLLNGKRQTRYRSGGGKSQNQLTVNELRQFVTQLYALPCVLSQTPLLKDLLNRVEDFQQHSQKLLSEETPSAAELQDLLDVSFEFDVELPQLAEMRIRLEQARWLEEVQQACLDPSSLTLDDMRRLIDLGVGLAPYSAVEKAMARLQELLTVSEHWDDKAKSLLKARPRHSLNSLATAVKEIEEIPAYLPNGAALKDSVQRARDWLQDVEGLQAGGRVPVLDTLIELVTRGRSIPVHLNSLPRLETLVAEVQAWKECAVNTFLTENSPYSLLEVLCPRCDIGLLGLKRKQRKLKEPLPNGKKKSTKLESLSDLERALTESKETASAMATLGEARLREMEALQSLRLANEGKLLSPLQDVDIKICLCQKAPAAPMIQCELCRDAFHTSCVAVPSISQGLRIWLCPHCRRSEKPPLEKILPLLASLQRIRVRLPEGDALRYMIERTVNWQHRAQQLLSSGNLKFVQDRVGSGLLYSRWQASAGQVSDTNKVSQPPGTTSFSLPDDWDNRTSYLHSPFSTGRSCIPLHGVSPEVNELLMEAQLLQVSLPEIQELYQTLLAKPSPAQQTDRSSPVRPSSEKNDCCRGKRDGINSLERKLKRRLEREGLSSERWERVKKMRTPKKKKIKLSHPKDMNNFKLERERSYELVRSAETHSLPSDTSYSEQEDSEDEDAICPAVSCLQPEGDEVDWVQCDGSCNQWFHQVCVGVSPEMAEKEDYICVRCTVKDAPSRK
#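 Measured: NADH fluorescence change, 30 min, RT. System: KDM5BΔAP 200 nM final, H3K4me3 peptide, α-KG, Fe(II), ascorbate, NAD⁺ plus FDH, pH 7.5 HEPES. Compounds: titrated, 10 min pre-incubation with enzyme.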
# The depositor's hits bear a star; i = inactive; ? = inconclusive; [ ] = dose if it differs, or a comment. Potency is the fitted concentration of half-maximal effect.
SMILES,KDM5B inhibitor
CCc1ccc(C(=O)N2CCN(C(=O)c3nnn4c3COC(c3ccc(OC)cc3)C4)CC2)cc1 (configuration not stated),?
Cc1cccc(NS(=O)(=O)c2ccc3c(c2)CCN3S(C)(=O)=O)c1C,-6.0%
CC(=O)Nc1cccc(C(=O)NCc2nnc3ccc(-c4ccccc4)nn23)c1,31.6µM*
Nc1ccc(N=Cc2ccc(Cl)cc2Cl)cc1Cl,?
O=C(CN1C(=O)c2ccccc2S1(=O)=O)NCCc1ccc(F)cc1,13.3%
CCOc1ccc(NS(=O)(=O)c2ccc3c(c2)CCN3C(C)=O)cc1,-19.1%
CN(C)c1ccc(S(=O)(=O)N2CCCCC2)cc1NCC(=O)Nc1ccc(N2CCCC2)cc1,-9.9%
CCCN(CC1CCOC1)C(=O)Nc1cc(C)ccc1OC (configuration not stated),15.4%
CN(C)CC1(COc2cccnc2)C[C@@H](O)[C@@H](O)C1 (some centres not stated),-27.3%[86.2 µM]
CCCC(C)NC(=O)C1CCN(C(C)=O)CC1 (configuration not stated),-11.0%
CC1(COc2ccc3[nH]ccc3c2)COc2ccc(C(=O)NC3CC3)cc2N1 (configuration not stated),31.6µM*
N#Cc1cnn2c1NC1=C(C(=O)CCC1)C2c1ccccc1 (configuration not stated),?
O=C1N(C2CCNCC2)C(c2ccccc2)C12CCCC2 (configuration not stated),-11.0%
COC(=O)c1sc2cccc(F)c2c1S(=O)(=O)NCc1ccccc1Cl,-9.8%
CNC(=O)c1cccc(NC(=O)C2CCCCC2)c1,26.9%
COc1ccc(CC(=O)N2CCC[C@H]2c2nc(-c3ccc(OC)c(OC)c3)no2)cc1Cl,?
Cc1nnc(-c2cc(-c3cccc(CO)c3)ccn2)n1Cc1cccnc1,3.1%[86.2 µM]
COc1ccc2nc(Nc3nc(-c4ccc(OC)c(OC)c4)cc(=O)[nH]3)nc(C)c2c1,-5.8%
CCOCCCNC(=O)C(c1ccccc1)N(Cc1ccc2c(c1)OCO2)C(=O)c1ccc(NC(C)=O)cc1 (configuration not stated),?
CC(C)NC(=O)N1Cc2ccccc2OC2(CCN(C)CC2)C1,-23.1%
CC(C)c1ccc(Nc2c(-c3ccccn3)nc3ccccn23)cc1,?
CCOc1ccccc1C1C(C(=O)Nc2ccc(OC)cc2)=C(C)Nc2nc(CCCO)nn21 (configuration not stated),10.9%
CCOC(=O)c1sc(NC(=O)c2cc(-c3ccc(F)cc3)on2)c(C(=O)OCC)c1C,?
CC(C)c1noc(-c2cn(C3CCN(C(=O)c4cccc(OC(F)(F)F)c4)C3)nn2)n1 (configuration not stated),-19.9%
O=c1oc2ccc(Cl)cc2cc1S(=O)(=O)N1CCCC1,1.3%
CN(Cc1ccccc1)C(=O)C[C@@H]1CCNC[C@@H]1Cc1cc(CC2CCCCC2)on1,?
CCOc1ccc(C(=O)Nc2ccc3c(c2)OCCO3)cc1Br,-41.9%
N[C@@H](Cc1cnc[nH]1)C(=O)N1CCC2(CC1)CN(CCOc1ccccc1)C(=O)O2,?
CCOC(C)c1ccc(-c2cc(C)n[nH]c2=O)cc1 (configuration not stated),?
Cc1cc(C)c(NC(=O)Cn2c(=O)n(-c3ccc(CC(=O)NCC4CCCO4)cc3)c(=O)c3ccccc32)c(C)c1 (configuration not stated),3.7%
CCOc1ccc(NC(=O)Cn2c(=O)nc(-c3ccccc3)c3ccccc32)cc1,8.6%
Cc1ccc(CN(c2ccc(C(=O)NCc3ccccc3C)cc2)S(C)(=O)=O)cc1,-1.0%
Cc1cc(C)cc(NC(=O)c2sc3nc4n(c(=O)c3c2C)N=C(c2ccccc2)CS4)c1,15.4%
COc1ccc(CCNC(=O)c2sc3nc4n(c(=O)c3c2C)CCCC4)cc1OC,8.0%
COC(=O)c1c(-c2ccc(Cl)cc2)noc1N1CCN(c2ccc(C)cc2C)CC1,-18.3%
COc1ccc(CC(=O)NCC(=O)N2CCN(c3ccccn3)CC2)cc1,31.6µM*
CC(=O)Nc1cc(NC(C)=O)cc(C(=O)OCC(=O)Nc2ccc(S(=O)(=O)NC3=NCCCCC3)cc2)c1,-18.1%
COc1ccc(CCNC(=O)C(C(C)C)N2Cc3ccccc3C2=O)c(OC)c1OC (configuration not stated),19.4%
CN1CCC2(CC1)Oc1ccccc1C1CC(c3ccc(Cl)c(Cl)c3)=NN12 (configuration not stated),?
O=C(NCC1CC1)c1cn2ccnc(-c3ccccc3)c2n1,-8.4%

# Structural class: those above containing a Cl atom (six)
SMILES,KDM5B inhibitor
Nc1ccc(N=Cc2ccc(Cl)cc2Cl)cc1Cl,?
COC(=O)c1sc2cccc(F)c2c1S(=O)(=O)NCc1ccccc1Cl,-9.8%
COc1ccc(CC(=O)N2CCC[C@H]2c2nc(-c3ccc(OC)c(OC)c3)no2)cc1Cl,?
O=c1oc2ccc(Cl)cc2cc1S(=O)(=O)N1CCCC1,1.3%
COC(=O)c1c(-c2ccc(Cl)cc2)noc1N1CCN(c2ccc(C)cc2C)CC1,-18.3%
CN1CCC2(CC1)Oc1ccccc1C1CC(c3ccc(Cl)c(Cl)c3)=NN12 (configuration not stated),?

# Additional structures follow:
SMILES,KDM5B inhibitor
O=C(c1ccccc1)N1CCn2c(nn(-c3cccc(Cl)c3)c2=O)C1,-13.4%[149 µM]
Cc1cc(C)n2nc(C(=O)N3CCN4C(=O)CN(C)C(=O)C4C3)cc2n1 (configuration not stated),28.2µM*
CCC(=O)N1CCC(CC)(N2CCN(S(=O)(=O)c3cccc(C(F)(F)F)c3)CC2)C1 (configuration not stated),-22.2%
O=C(COc1ccccc1Cl)Nc1nnc(S(=O)(=O)N2CCCC2)s1,8.6%
NS(=O)(=O)c1cccc2nsnc12,1.0%
CCOc1ccc(N2CC(c3nc4ccccc4n3CCOc3ccccc3OC)CC2=O)cc1 (configuration not stated),12.1%
O=C(COc1ccc(C2SCCCS2)cc1)Nc1ccc(F)cc1,10.3%
Cn1c(NC(=O)c2cccs2)c(-c2cccs2)c(=O)c2ccccc21,-7.6%
COc1ccc(-c2ccc3nnc(CNC(=O)c4ccoc4)n3n2)cc1,31.6µM*
O=C(NCCCOCC1CC1)c1cc(=O)[nH]c2ccccc12,-20.0%

# Quoted at random: two entries already listed
SMILES,KDM5B inhibitor
O=C(c1ccccc1)N1CCn2c(nn(-c3cccc(Cl)c3)c2=O)C1,-13.4%[149 µM]
CN(Cc1ccccc1)C(=O)C[C@@H]1CCNC[C@@H]1Cc1cc(CC2CCCCC2)on1,?

# (listing goes on)
SMILES,KDM5B inhibitor
O=C(NCc1cccnc1)c1nc(-c2ccccc2)c2ccccn12,i
COc1ccc(C(=S)N2CCOCC2)cc1OC(=O)c1ccccc1,?
COc1ccc(NS(=O)(=O)c2ccc3c(c2)n(C)c(=O)c(=O)n3C)cc1Cl,?
CCOC(=O)c1c(C)oc2nc(C)nc(NCc3ccccc3Cl)c12,4.8%
CC(C)C(=O)Nc1c(C(=O)Nc2cccc(F)c2)oc2ccccc12,13.9%
COc1cccc(-c2nc3c([nH]2)CC(C)(C)CNC3=O)c1OC,?
COc1cccc(-c2ocnc2C(=O)Nc2cccc(C)c2C)c1,-9.2%
CN1[C@@H](CCC(=O)NCc2ccco2)CNC(=O)[C@@H]2[C@H]1CCN2Cc1ccccc1,-16.7%[86.2 µM]
Cc1ccccc1NC(=O)c1cn2c(nc3ccccc32)c(C#N)c1C,?
Cc1cccc(OCC(O)Cn2c(N3CCCCC3)nc3c2c(=O)n(C)c(=O)n3C)c1 (configuration not stated),20.3%
Cn1c(CCNC(=O)C2Cn3cccc3C(=O)N2)nc2ccccc21 (configuration not stated),?
Cc1ccc(C(=O)/C=C/c2ccc(-c3ccccc3)cc2)cc1[N+](=O)[O-],10.1%
Cc1cc(CN2CCC(N3CCNC3=O)CC2)no1,24.3%[149 µM]
CN(CC1CCOCC1)C(=O)NCc1cccc(F)c1,-18.1%
CC(C)C(=O)N/N=C/C=C/c1ccccc1,-6.8%
COc1ccc(OCC(=O)NC2CC(=O)N(c3cccc(OC)c3)C2)cc1 (configuration not stated),-4.7%
CC(C)OCCCNC(=O)c1cc2cc(S(=O)(=O)N(C)C)ccc2n1Cc1ccccc1,-21.3%
O=S(=O)(NCCCN1CCOCC1)c1ccc(Cl)s1,-9.6%
COCCOC1CCOC2(CCN(C(=O)C3(c4ccc(OC)cc4)CC3)CC2)C1 (configuration not stated),?
COc1cccc(C(=O)N2CCC(C(NC(=O)c3ccccc3C)C(=O)NCC(C)C)CC2)c1 (configuration not stated),4.7%
COCC(=O)N1CCC(N(Cc2cccnc2)C2CCOCC2)CC1,5.1%
CC(C)c1ccc(NC(=O)CSC2=Nc3ccccc3C3=NC(CC(=O)NCc4ccco4)C(=O)N23)cc1 (configuration not stated),-20.7%
O=C(NC(c1ccccc1)c1ccccc1)c1n[nH]c(=O)c2ccccc12,-0.7%
CN1CCC(N2CC[C@H](c3nnc(-c4ccc(Cl)cc4)o3)C2)CC1,?
Cc1ccc(/C=C2\Oc3cc(OS(=O)(=O)c4ccc(C)cc4)ccc3C2=O)cc1,15.4%
COCCNC(=O)c1ccc(OC2CCN(C/C=C/c3ccco3)CC2)c(Cl)c1,?
CC(=O)c1ccc(NC(=O)C(C)OC(=O)c2nc(-c3ccccc3)oc2C)cc1 (configuration not stated),-13.7%
CCOC(=O)c1cc(S(=O)(=O)NCc2ccc(C)cc2)[nH]n1,?
CC(C)NC(=O)N1CCC(c2noc(-c3cnccn3)n2)C1 (configuration not stated),-14.7%
CCN(CCNC(=O)C1CCN(c2cn[nH]c(=O)c2)C1)Cc1ccccc1 (configuration not stated),6.9%
CCCN(C(=O)COC(=O)CSc1ccc([N+](=O)[O-])cc1)C1CCS(=O)(=O)C1 (configuration not stated),-29.2%
Cc1cc(N2C(=O)CCS2(=O)=O)ccc1S(=O)(=O)NC(C)C,17.2%
O=C(NCc1ccc(F)cc1)c1cnc2c(c1)N([S+](=O)([O-])c1cccnc1)CCC2,13.2%[86.2 µM]
O=c1[nH]nc2n1CCN(Cc1cc(F)c(F)c(F)c1)CC2,-22.2%
O=C(NC1CCCCC1)N1Cc2[nH]cnc2C[C@H]1c1nc(-c2ccccc2)no1,-3.9%[86.2 µM]
Cc1ccc(NS(=O)(=O)c2cc(NC(=O)Cc3n[nH]c(=O)c4ccccc34)ccc2C)c(C)c1,13.7%
O=c1[nH]c(N2CCOCC2)nc2nccc(-c3ccccc3)c12,?
COc1ccccc1OCCC1CCN(C(=O)Cc2c[nH]c3ccccc23)C1 (configuration not stated),-17.0%
Cc1ccccc1-c1nc(C#N)c(N2CCN(Cc3ccccc3)CC2)o1,?
O=C(NCCc1ccc(Cl)cc1)c1ccc(CS(=O)(=O)c2ccc(Cl)cc2)o1,6.1%

# Gathered by group, the compounds so far with a nitro group on carbon.
SMILES,KDM5B inhibitor
Cc1ccc(C(=O)/C=C/c2ccc(-c3ccccc3)cc2)cc1[N+](=O)[O-],10.1%
CCCN(C(=O)COC(=O)CSc1ccc([N+](=O)[O-])cc1)C1CCS(=O)(=O)C1 (configuration not stated),-29.2%

# Exported bar-delimited: part of the list above
Structure | KDM5B inhibitor
CC(C)C(=O)N/N=C/C=C/c1ccccc1 | -6.8%
COc1ccc(OCC(=O)NC2CC(=O)N(c3cccc(OC)c3)C2)cc1 (configuration not stated) | -4.7%

# Additional entries follow:
SMILES,KDM5B inhibitor
O=C1CC2CCCC(C1)N2C(=O)c1cccc(Cl)c1,-4.1%[86.2 µM]
CCOC(=O)c1sc(NC(=O)Nc2ccc(F)cc2)nc1C,-10.0%
Cc1ccc(C(C)C)cc1OCC(=O)Nc1ccccc1N1CCCC1,-38.3%
CCOC(=O)c1ccc(NC(=O)CC2C(=O)N(c3ccccc3)C(=O)N2Cc2cccs2)cc1 (configuration not stated),-14.5%
O=C(O)c1ccccc1C(=O)N[C@H]1CO[C@H]2[C@@H]1OC[C@@H]2n1nnnc1Oc1ccc(-n2cncn2)cc1,-9.3%
CC1(C)CC(NC(=S)Nc2ccccc2F)CC(C)(C)N1,19.4%
COc1ccccc1C(=O)N1CCC(c2n[nH]c(=O)n2-c2ccccc2)CC1,26.2%
Cc1nn2c(c1-c1cccc3cn[nH]c13)N(C(=O)c1cccc(Cl)c1)CCC2,-7.3%[86.2 µM]
CC(C)CCN1CCNC(=O)C1CC(=O)N(C)Cc1nc2ccccc2[nH]1 (configuration not stated),?
N#CCCn1cc(-c2csc(NC3CCCC3)n2)c2ccccc21,-9.6%
CCc1ccc(NC(=O)C2CCN(c3cc(C)nc4c(-c5ccc(Cl)cc5)c(C)nn34)CC2)cc1,15.9%
CC(C)c1ccc(C(=O)N2CC(C(=O)N(C)C)C3(CCOCC3)C2)cc1 (configuration not stated),13.8%
CN1C(=O)[C@@H]2C[C@@H](CN2C2CCCC2)Oc2ccccc21,-24.5%[115 µM]
COc1cc(NC(=O)c2nnn(CC(=O)Nc3ccccc3)c2N)cc(OC)c1,-8.3%
COc1cc(OC)cc(C(=O)O/N=C(\N)c2ccccn2)c1,77.6%[activator]
COCCC1=NN(C(=O)c2ccncc2)C(O)(C(F)(F)F)C1 (configuration not stated),?
CN(C)CCC1CCN(C(=O)Nc2ccccc2C(F)(F)F)CC1,-17.1%
O=[N+]([O-])c1cc(/C=N/Nc2ccc(S(=O)(=O)Nc3ccc(Cl)cc3)cc2[N+](=O)[O-])ccc1Cl,27.7%
O=C(Nc1nnc(Cc2ccccc2)s1)C1CC(=O)N(c2n[nH]c3ccccc23)C1 (configuration not stated),?
Cc1ccc(NC(=O)CC2=C3CCCCC3N(C)C2=O)cc1 (configuration not stated),15.0%
CCNC(=O)CC12CC3CC(C1)CC(CC(=O)NCC)(C3)C2,24.6%
O=S(=O)(Nc1ccc2oc(-c3ccc(I)cc3)nc2c1)c1ccccc1,?
COc1ccccc1CN1CCc2nc(C(=O)Nc3cccc(C(F)(F)F)c3)oc2CC1,35.5µM*

# Not all compounds are listed (hit frequency here may not be typical).
